Screens (PubChem)
MEKK3 PB1 HTS: modulators of MEKK3-MEK5 PB1 binding, primary screen, biochemical, wildtype MEKK3, multiplex bead flow cytometry, Alexa488-MEK5; Mitogen-activated protein kinase kinase kinase 3 (Homo sapiens), Q99759; bead-based flow cytometry, Alexa488-MEK5 binding to MEKK3; actives lie on both sides; 0 = blocked by unlabeled MEK5, 100 = vehicle; binding response (% of control), % at 10 µM; 290,000 compounds, 1.4% hits;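 active = binding response more than 3 SD above or below the average of its plate-row segment, actives on both sides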;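 note: Alexa488 bead fluorescence after subtracting the streptavidin-only scavenger bead signal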
Target sequence (Q99759 whole entry, looked up): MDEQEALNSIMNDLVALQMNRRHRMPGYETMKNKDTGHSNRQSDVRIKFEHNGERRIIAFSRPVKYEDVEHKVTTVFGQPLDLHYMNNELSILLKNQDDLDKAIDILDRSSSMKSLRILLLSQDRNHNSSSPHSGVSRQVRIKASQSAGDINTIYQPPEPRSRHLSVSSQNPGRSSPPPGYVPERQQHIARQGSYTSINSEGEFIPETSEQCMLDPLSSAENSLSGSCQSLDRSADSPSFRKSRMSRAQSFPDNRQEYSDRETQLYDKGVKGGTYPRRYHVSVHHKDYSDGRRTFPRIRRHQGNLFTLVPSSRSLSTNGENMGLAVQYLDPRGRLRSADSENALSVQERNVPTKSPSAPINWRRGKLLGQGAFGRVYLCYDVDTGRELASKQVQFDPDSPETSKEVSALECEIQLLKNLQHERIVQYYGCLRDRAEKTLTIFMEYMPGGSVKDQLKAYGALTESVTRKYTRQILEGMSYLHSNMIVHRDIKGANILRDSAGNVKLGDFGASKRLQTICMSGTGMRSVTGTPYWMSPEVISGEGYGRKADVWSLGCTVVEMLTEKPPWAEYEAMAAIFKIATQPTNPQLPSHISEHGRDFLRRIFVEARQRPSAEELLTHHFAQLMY
IDE cell activ: human IDE activators in live cells, primary screen, fluorescence polarization, HEK cells, FAbeta-B substrate; FAbeta-B cleavage; 0% vehicle, 100% cell-free pure enzyme wells; 340,000 compounds, 0.073% hits; Insulin-degrading enzyme (Homo sapiens), P14735; activation, % at 5.96 µM;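 active = activation above the mean of all tested compounds plus 3 SD, set per screening campaign, cut at about 17% in these data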
SUMO HTRF inh: inhibitors of in vitro SUMOylation cascade, primary screen, biochemical, HTRF, uHTS; AID 2006, 2009; HTRF SUMOylation assay, SAE1/SAE2 + UBC9; inhibition, % at 35 µM; 290,000 compounds, 0.36% hits; SUMO-conjugating enzyme UBC9 (Homo sapiens), P63279; in the data active = inhibition above about 50%, passing the limit was not always enough; note: strong numbers were not always called active
Target sequence (P63279 whole entry, looked up): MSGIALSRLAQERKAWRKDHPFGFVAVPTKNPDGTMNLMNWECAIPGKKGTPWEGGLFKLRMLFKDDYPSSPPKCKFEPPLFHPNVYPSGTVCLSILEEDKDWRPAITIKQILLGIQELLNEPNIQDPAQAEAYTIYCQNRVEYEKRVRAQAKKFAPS
IMP-1 inh: IMP-1 metallo-beta-lactamase inhibitors, primary screen, biochemical, epi-absorbance readout, Pseudomonas aeruginosa enzyme; purified IMP-1, nitrocefin hydrolysis, epi-absorbance fluorescence; metallo-beta-lactamase IMP-1 (Pseudomonas aeruginosa); 290,000 compounds, 0.45% hits; inhibition, % at 5.6 µM; AID 1556, 2009;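 active = inhibition above the mean plus 3 SD of all compounds in the same screening run, cut at about 4.5% in these data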;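 note: 0% = IMP-1 with DMSO and 100% = DMSO wells lacking enzyme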
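System: purified recombinant IMP-1 beta-lactamase. Medium: Zinc- and detergent-supplemented HEPES buffer, pH 7.1. Compound: one 5.6 µM dose […]. Schedule: 15 min preincubation plus 25 min reaction at 25 °C. Technique: Epi-absorbance fluorescence, 480 nm excitation, 530 nm emission.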
DNA FID counter: compounds displacing fluorescent DNA intercalator, primary screen, artefact control for HCV NS3 helicase inhibitor project, biochemical, FID fluorescence | DNA fluorescent intercalator displacement | inhibition, % at 7.9 µM | 290,000 compounds, 0.17% hits; in the data active = inhibition above about 37%;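 note: 0% = vehicle and 100% = reference compound; higher means more ethidium bromide displaced from hairpin DNA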
NS3 helicase inh: inhibitors of HCV NS3 helicase, primary screen, biochemical, Cy5 molecular beacon fluorescence | NS3 helicase DNA unwinding | inhibition, % at 10.9 µM | 290,000 compounds, 0.56% hits | AID 1800, 2009;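 active = inhibition above the mean of all tested compounds plus 3 SD, set per campaign, cut at about 35% in these data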;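 note: 0% = DMSO wells and 100% = thioflavine S control wells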
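Compound dosing – single dose, 10.9 µM nominal final, DMSO 0.8% final · System – NS3 helicase fragment of HCV · Buffer or medium – MOPS pH 6.5, MgCl2, DTT, Tween20, BSA · Signal – Cy5 beacon fluorescence read at start and 1 h · Also added – annealed dual-labelled DNA beacon duplex, ATP-started · Schedule – 1 h at 25 °C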
VIM-2 inhibitor: VIM-2 metallo-beta-lactamase inhibitors, primary screen, biochemical, epi-absorbance readout, Pseudomonas aeruginosa enzyme; purified VIM-2, nitrocefin hydrolysis, epi-absorbance fluorescence; inhibition, % at 5.6 µM; 290,000 compounds, 0.89% hits; AID 1527, 2009;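 active = inhibition above the mean of all tested compounds plus 3 SD, cutoff set per screening run, cut at about 7.5% in these data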;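 note: red hydrolysis product quenches plate fluorescence so inhibitors raise well fluorescence; 0% = enzyme with DMSO and 100% = DMSO without enzyme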
pCIP destab: p/CIP-EGFP fusion destabilizers, primary screen, fluorescence, F442A cells. Q05BA5. 16 h. decrease of EGFP signal, % at 10 µM. 290,000 compounds, 0.01% hits;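 active = EGFP signal decrease of at least 30% at 10 µM or well 3 SD below plate mean, unless failing retest; inactive = the rest, including hits failing retest or dose response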; note: some compounds called inactive have numbers as strong as hits; many of its hits are not listed in these tables
PHOSPHO1 inh: PubChem AID 1565; 290,000 compounds, 1.1% hits; inhibition, % at 13.3 µM; recombinant PHOSPHO1, absorbance phosphatase assay; Phosphoethanolamine/phosphocholine phosphatase (Homo sapiens), Q8TCT1; in the data active = inhibition above about 60%
Target sequence (Q8TCT1 whole entry, looked up): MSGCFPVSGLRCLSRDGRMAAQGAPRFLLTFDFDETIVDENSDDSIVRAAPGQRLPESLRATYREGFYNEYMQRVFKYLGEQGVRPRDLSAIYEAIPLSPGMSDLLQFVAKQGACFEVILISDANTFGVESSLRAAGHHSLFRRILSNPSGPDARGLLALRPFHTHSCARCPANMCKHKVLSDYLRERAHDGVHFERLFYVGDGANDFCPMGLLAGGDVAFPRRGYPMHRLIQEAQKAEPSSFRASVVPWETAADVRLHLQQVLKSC
* hit, by the source's call.

Results for CC(=O)Nc1cccc(S(N)(=O)=O)c1C ?
MEKK3 PB1 HTS: 97; IDE cell activ: 8; SUMO HTRF inh: 11; IMP-1 inh: -1.8; DNA FID counter: -1; NS3 helicase inh: 1; VIM-2 inhibitor: -3.8; pCIP destab: 3; PHOSPHO1 inh: 33

How did CCn1c(COc2cccc3cccnc23)nnc1SCC(=O)O do in these assays?
MEKK3 PB1 HTS: 105; IDE cell activ: 7; SUMO HTRF inh: 22; IMP-1 inh: -2.1; DNA FID counter: -5; NS3 helicase inh: 0; VIM-2 inhibitor: -3.2; pCIP destab: -27; PHOSPHO1 inh: 28

Results for Cc1ccc(NC(=O)c2cccc(N3C(=O)CCC3=O)c2)nc1 ?
MEKK3 PB1 HTS: 95; IDE cell activ: 2; SUMO HTRF inh: -6; IMP-1 inh: -5.3; DNA FID counter: -1; NS3 helicase inh: 0; VIM-2 inhibitor: -3.0; pCIP destab: 2; PHOSPHO1 inh: 11

Results for CC1CCN(c2ccccc2NC(=S)NC(=O)c2ccc(-c3cccc([N+](=O)[O-])c3)o2)CC1 ?
MEKK3 PB1 HTS: 100; IDE cell activ: 6; SUMO HTRF inh: -2; IMP-1 inh: -2.2; DNA FID counter: 3; NS3 helicase inh: 2; VIM-2 inhibitor: -0.6; pCIP destab: -9; PHOSPHO1 inh: 40

What do the screens show for `COc1cc(/C=C(\C#N)c2nc(-c3cc4ccccc4oc3=O)cs2)ccc1O`?
MEKK3 PB1 HTS: 102; IDE cell activ: -3; SUMO HTRF inh: 35; IMP-1 inh: -1.1; DNA FID counter: 1; NS3 helicase inh: 0; VIM-2 inhibitor: -0.6; pCIP destab: -94; PHOSPHO1 inh: -11

What do the screens show for `Cc1ccc(C)c(OCc2cc(C(=O)N(C)Cc3nccs3)no2)c1`?
MEKK3 PB1 HTS: 106; IDE cell activ: 2; SUMO HTRF inh: 2; IMP-1 inh: -1.3; DNA FID counter: -48; NS3 helicase inh: -1; VIM-2 inhibitor: 0.1; pCIP destab: -6; PHOSPHO1 inh: 34

Results for Nc1nc(CSC(=S)N2CCN(c3ccccc3)CC2)nc(Nc2ccccc2)n1 ?
MEKK3 PB1 HTS: 108; IDE cell activ: 0; SUMO HTRF inh: -24; IMP-1 inh: -5.9; DNA FID counter: -16; NS3 helicase inh: -94; VIM-2 inhibitor: -0.3; pCIP destab: -12; PHOSPHO1 inh: -2

What do the screens show for `CCC(C)(C)C(=O)Nc1ccc(OC)cc1[N+](=O)[O-]`?
MEKK3 PB1 HTS: 105; IDE cell activ: 7; SUMO HTRF inh: 1; IMP-1 inh: 1.6; DNA FID counter: 1; NS3 helicase inh: 5; VIM-2 inhibitor: 5.5; pCIP destab: -7; PHOSPHO1 inh: 18

Results for Cc1ccc(S(=O)(=O)N2CCOCC2)cc1NC(=O)CN(C)C1CCS(=O)(=O)C1 (stereo unspecified) ?
MEKK3 PB1 HTS: 96; IDE cell activ: 5; SUMO HTRF inh: 6; IMP-1 inh: -3.1; DNA FID counter: -6; NS3 helicase inh: 9; VIM-2 inhibitor: -2.0; pCIP destab: -12; PHOSPHO1 inh: 20

Results for O=C(O)c1ccc(/C=C(\c2nc3ccccc3[nH]2)c2nc3ccccc3s2)cc1 ?
MEKK3 PB1 HTS: 103; IDE cell activ: 4; SUMO HTRF inh: 7; IMP-1 inh: -4.5; DNA FID counter: -38; NS3 helicase inh: 24; VIM-2 inhibitor: -1.4; pCIP destab: 7; PHOSPHO1 inh: 20

What do the screens show for `Cc1cc(C)nc(NS(=O)(=O)c2ccc(NC(=O)C3CC3)cc2)n1`?
MEKK3 PB1 HTS: 98; IDE cell activ: 2; SUMO HTRF inh: 23; IMP-1 inh: -1.2; DNA FID counter: -2; NS3 helicase inh: -4; VIM-2 inhibitor: 0.3; pCIP destab: -10; PHOSPHO1 inh: 28

Results for COC(=O)c1ccc(NC2=CC(=O)CC(C)(C)C2)cc1 ?
MEKK3 PB1 HTS: 111; IDE cell activ: -5; SUMO HTRF inh: 16; IMP-1 inh: 0.1; DNA FID counter: -5; NS3 helicase inh: -2; VIM-2 inhibitor: -3.3; pCIP destab: -8; PHOSPHO1 inh: 6

Results for C=C(C)COc1ccc2c(CC)cc(=O)oc2c1 ?
MEKK3 PB1 HTS: 92; IDE cell activ: 3; SUMO HTRF inh: -7; IMP-1 inh: -0.6; DNA FID counter: -15; NS3 helicase inh: -3; VIM-2 inhibitor: 0.5; pCIP destab: 2; PHOSPHO1 inh: 37

Results for CCOP(=O)(OCC)C(NC(=O)Nc1cccc(Cl)c1)C(N)=O (stereo unspecified) ?
MEKK3 PB1 HTS: 97; IDE cell activ: 8; SUMO HTRF inh: 7; IMP-1 inh: 0.0; DNA FID counter: 0; NS3 helicase inh: -3; VIM-2 inhibitor: -2.9; pCIP destab: -4; PHOSPHO1 inh: -46

How did COC(=O)CN(c1ccc(OC)cc1)S(=O)(=O)c1c(C)noc1C do in these assays?
MEKK3 PB1 HTS: 104; IDE cell activ: 3; SUMO HTRF inh: -19; IMP-1 inh: 0.2; DNA FID counter: -3; NS3 helicase inh: 3; VIM-2 inhibitor: -2.9; pCIP destab: -5; PHOSPHO1 inh: 6

Results for O=C1CSC2(CCCCC2)N1CCO ?
MEKK3 PB1 HTS: 95; IDE cell activ: 2; SUMO HTRF inh: 20; IMP-1 inh: 5.6*; DNA FID counter: -3; NS3 helicase inh: -1; VIM-2 inhibitor: -0.3; pCIP destab: -4; PHOSPHO1 inh: -12

How did COc1cccc(NC(=O)CSc2nnc(-c3ccoc3C)n2-c2ccccc2)c1 do in these assays?
MEKK3 PB1 HTS: 103; SUMO HTRF inh: 5; IMP-1 inh: -3.0; DNA FID counter: -28; NS3 helicase inh: 0; VIM-2 inhibitor: -1.7; pCIP destab: 6; PHOSPHO1 inh: 16

Results for CCOC(=O)CSc1nc2c(c(=O)[nH]1)C(C)(CC)Cc1ccccc1-2 (stereo unspecified) ?
MEKK3 PB1 HTS: 101; IDE cell activ: 4; SUMO HTRF inh: 7; IMP-1 inh: -2.6; DNA FID counter: -34; NS3 helicase inh: -7; VIM-2 inhibitor: -3.3; pCIP destab: 0; PHOSPHO1 inh: 16

Results for Cc1cccc(OCC(=O)N/N=C/CC(C)c2ccccc2)c1C (stereo unspecified) ?
MEKK3 PB1 HTS: 95; IDE cell activ: 5; SUMO HTRF inh: -10; IMP-1 inh: -4.5; DNA FID counter: -10; NS3 helicase inh: 2; VIM-2 inhibitor: -2.2; pCIP destab: -3; PHOSPHO1 inh: 29

Results for COC(=O)c1cccc(Oc2nc3c(c(=O)n(C)c(=O)n3C)n2C(C)C)c1 ?
MEKK3 PB1 HTS: 95; IDE cell activ: 2; SUMO HTRF inh: 20; IMP-1 inh: -0.2; DNA FID counter: -5; NS3 helicase inh: 9; VIM-2 inhibitor: 0.1; pCIP destab: 5; PHOSPHO1 inh: 5

Overlap with the part before: two compounds, followed by the next part.
Results for Cc1cccc(OCC(=O)N/N=C/CC(C)c2ccccc2)c1C (stereo unspecified) ?
MEKK3 PB1 HTS: 95; IDE cell activ: 5; SUMO HTRF inh: -10; IMP-1 inh: -4.5; DNA FID counter: -10; NS3 helicase inh: 2; VIM-2 inhibitor: -2.2; pCIP destab: -3; PHOSPHO1 inh: 29

Results for COC(=O)c1cccc(Oc2nc3c(c(=O)n(C)c(=O)n3C)n2C(C)C)c1 ?
MEKK3 PB1 HTS: 95; IDE cell activ: 2; SUMO HTRF inh: 20; IMP-1 inh: -0.2; DNA FID counter: -5; NS3 helicase inh: 9; VIM-2 inhibitor: 0.1; pCIP destab: 5; PHOSPHO1 inh: 5

How did O=C1CN(CC(=O)Nc2ccc(SC(F)F)cc2)CCN1 do in these assays?
MEKK3 PB1 HTS: 96; IDE cell activ: -4; SUMO HTRF inh: 11; IMP-1 inh: -2.0; DNA FID counter: 1; NS3 helicase inh: -4; VIM-2 inhibitor: -0.8; pCIP destab: -1; PHOSPHO1 inh: 5

Results for CC(C)CCNC(=O)c1ccc2c(c1)ncn2C1CCCC1 ?
MEKK3 PB1 HTS: 94; IDE cell activ: 7; SUMO HTRF inh: 8; IMP-1 inh: -2.2; DNA FID counter: -20; NS3 helicase inh: 13; VIM-2 inhibitor: -2.4; pCIP destab: 4; PHOSPHO1 inh: -13

What do the screens show for `CCCCN(CC)CCNC(=O)c1cn(CCOC)c(=O)c2c1c1ccccc1n2C`?
MEKK3 PB1 HTS: 102; IDE cell activ: -1; SUMO HTRF inh: 0; IMP-1 inh: -2.1; DNA FID counter: 4; NS3 helicase inh: -9; VIM-2 inhibitor: 5.8; pCIP destab: -4; PHOSPHO1 inh: 42

Results for COc1ccccc1/C=C1/C(=O)N(c2ccccc2)N=C1C ?
MEKK3 PB1 HTS: 100; IDE cell activ: 1; SUMO HTRF inh: 14; IMP-1 inh: -3.0; DNA FID counter: -8; NS3 helicase inh: 7; VIM-2 inhibitor: -0.5; pCIP destab: 0; PHOSPHO1 inh: 11

How did Cc1cccc(OCCn2c(=S)[nH]c3ccccc32)c1 do in these assays?
MEKK3 PB1 HTS: 97; IDE cell activ: 2; SUMO HTRF inh: 18; IMP-1 inh: -4.5; DNA FID counter: -13; NS3 helicase inh: -13; VIM-2 inhibitor: -1.4; pCIP destab: 1; PHOSPHO1 inh: -22

What do the screens show for `COCCNC(=O)C(c1ccc(C)o1)N(Cc1ccc(OC)cc1)C(=O)Cn1nnc2ccccc21` (stereo unspecified)?
MEKK3 PB1 HTS: 105; IDE cell activ: 2; SUMO HTRF inh: 3; IMP-1 inh: -2.5; DNA FID counter: -29; NS3 helicase inh: 8; VIM-2 inhibitor: -1.9; pCIP destab: 4; PHOSPHO1 inh: -3

Results for CN(CC(=O)N1CCCC1)S(=O)(=O)c1cccc(Cl)c1 ?
MEKK3 PB1 HTS: 102; IDE cell activ: 5; SUMO HTRF inh: 10; IMP-1 inh: -3.3; DNA FID counter: -3; NS3 helicase inh: -6; VIM-2 inhibitor: -1.8; pCIP destab: -4; PHOSPHO1 inh: 23

How did O=C(NC(=S)Nc1ccc(CN2CCOCC2)cc1)c1ccc2c(c1)OCCO2 do in these assays?
MEKK3 PB1 HTS: 101; IDE cell activ: -4; SUMO HTRF inh: 15; IMP-1 inh: 0.2; DNA FID counter: -12; NS3 helicase inh: -8; VIM-2 inhibitor: -0.3; pCIP destab: -6; PHOSPHO1 inh: 18

What do the screens show for `O=C(NCC1CCCO1)C1CCCN(S(=O)(=O)c2ccc(Cl)cc2)C1` (stereo unspecified)?
MEKK3 PB1 HTS: 104; IDE cell activ: 0; SUMO HTRF inh: 8; IMP-1 inh: -1.7; DNA FID counter: -16; NS3 helicase inh: 3; VIM-2 inhibitor: -4.3; pCIP destab: -9; PHOSPHO1 inh: 47

These rows are one share of the data. The share of hits here may be higher or lower than overall.
